Bioassay records as filed in PubChem.
mIAP act: mouse IAP activation. muIAP, CDP-Star luminescence, 30 min; hits give high values; 1 = vehicle-only enzyme signal, 0 = enzyme-free wells. activation factor at 10 µM. 330,000 tested, 0.24% active;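 active means activation factor of at least 2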; further: the source names both 10 and 20 µM as test concentration; values of inactives mirror those of a sister screen read the other way
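Assay system: mouse IAP enzyme; Reagent: CDP-Star chemiluminescent phosphatase substrate; Compound: DMSO-dissolved test compounds; Incubation: 30 min, room temperature; Technique: luminescence from enzymatic CDP-Star hydrolysis; Controls: DMSO-only wells and no-enzyme negative control.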
hIAP block: blocks human intestinal alkaline phosphatase | P09923 | purified IAP, CDP-Star luminescence, 30 min | inhibition, % at 10 µM | 330,000 tested, 0.12% active | AID 2544;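 active means inhibition reaching a set limit with compound at 10 µM in the primary screen, cut at about 35% in these data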;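 further: plate controls were DMSO wells with enzyme for no effect and no-enzyme buffer wells for full effect; values of inactives mirror those of a sister screen read the other way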
Target sequence (P09923 whole entry, looked up): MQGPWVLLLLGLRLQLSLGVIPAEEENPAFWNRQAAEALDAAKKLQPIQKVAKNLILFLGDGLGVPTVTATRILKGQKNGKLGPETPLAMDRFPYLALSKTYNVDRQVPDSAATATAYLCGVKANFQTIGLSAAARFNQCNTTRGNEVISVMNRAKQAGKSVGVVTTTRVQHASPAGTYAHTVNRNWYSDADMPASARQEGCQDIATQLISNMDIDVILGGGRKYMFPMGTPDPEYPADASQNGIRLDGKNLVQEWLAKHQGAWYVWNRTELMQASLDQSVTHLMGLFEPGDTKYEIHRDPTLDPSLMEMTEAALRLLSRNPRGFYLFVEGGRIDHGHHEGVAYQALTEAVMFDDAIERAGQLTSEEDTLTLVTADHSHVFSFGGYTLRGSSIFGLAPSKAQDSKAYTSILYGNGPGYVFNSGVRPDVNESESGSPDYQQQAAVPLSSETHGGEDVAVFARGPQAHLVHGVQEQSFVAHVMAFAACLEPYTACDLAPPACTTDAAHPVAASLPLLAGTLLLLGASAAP
MIN6 prolif: induces beta-cell replication in MIN6 cells | MIN6 cells proliferation, ATPlite luminescence, 48 h; cells starved in 0.2% serum; 100% = growth in 10% serum | proliferation, % at 10 µM | 330,000 tested, 0.29% active | AID 2380;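 active means compounds whose signal lies at least 3.5 SD above the mean of all wells on their plate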;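 further: 0% = DMSO-treated cells in low-serum medium and 100% = 10% serum control; some compounds called inactive have numbers as strong as hits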
A3A deaminase: human APOBEC3A DNA deaminase inhibition. 330,000 tested, 0.41% active. recombinant A3A, FAM/TAMRA ssDNA deamination fluorescence. inhibition, % at 20 µM;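 active means at least 40% inhibition at 20 µM here, with at most 30% in a related deaminase screen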;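 further: plate controls were A3A with DMSO for no effect and wells lacking A3A enzyme for full effect; some results filed as inactive read as strong as hits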
Target sequence (P31941 whole entry, looked up): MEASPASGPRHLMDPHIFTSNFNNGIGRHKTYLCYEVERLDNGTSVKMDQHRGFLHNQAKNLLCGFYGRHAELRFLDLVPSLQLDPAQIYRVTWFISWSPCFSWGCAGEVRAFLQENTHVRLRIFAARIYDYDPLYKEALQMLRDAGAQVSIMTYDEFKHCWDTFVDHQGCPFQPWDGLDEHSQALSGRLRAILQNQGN
MPTP inh: blocks calcium-induced mitochondrial swelling | isolated mouse mitochondria, Ca2+ swelling absorbance, 30 min | inhibition, % at 10 µM | 360,000 tested, 1.4% active;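 active means inhibition of 50% or more, scaled per plate between neutral and stimulator controls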;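 further: 0% = DMSO wells given calcium and 100% = 1 mM EGTA wells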
hIAP activ: increases human intestinal alkaline phosphatase activity; P09923; purified human IAP, CDP-Star luminescence, 30 min; hits give high values; 1 = vehicle-only enzyme, 0 = enzyme-free background; activation factor at 10 µM; 330,000 tested, 0.16% active; AID 2524;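 active means activation factor of the enzyme at least 2-fold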; further: the source names both 10 and 20 µM as test concentration; values of inactives mirror those of a sister screen read the other way
GRIN3A LBD mod: NR3A (human) ligand-binding domain modulation. NR3A LBD differential scanning fluorimetry, Tm shift; 0% = protein alone, 100% = glycine-bound protein. Tm shift relative to glycine control, % at 25 µM. 340,000 tested, 2.5% active;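 active means melting temperature shift of at least 10% of the positive control shift, at one fixed dose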
APOBEC3G inh: inhibitors of human APOBEC3G DNA deaminase | Q9HC16 | recombinant A3G, ssDNA deamination FAM/TAMRA fluorescence | inhibition, % at 20 µM | 330,000 tested, 0.28% active;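 active means inhibition of at least 40% at 20 µM, with no more than 30% in the related APOBEC3A deaminase screen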;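 further: plate controls were DMSO wells with A3G for no effect and wells lacking A3G enzyme for full effect; some compounds called inactive have numbers as strong as hits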
Target sequence (Q9HC16 whole entry, looked up): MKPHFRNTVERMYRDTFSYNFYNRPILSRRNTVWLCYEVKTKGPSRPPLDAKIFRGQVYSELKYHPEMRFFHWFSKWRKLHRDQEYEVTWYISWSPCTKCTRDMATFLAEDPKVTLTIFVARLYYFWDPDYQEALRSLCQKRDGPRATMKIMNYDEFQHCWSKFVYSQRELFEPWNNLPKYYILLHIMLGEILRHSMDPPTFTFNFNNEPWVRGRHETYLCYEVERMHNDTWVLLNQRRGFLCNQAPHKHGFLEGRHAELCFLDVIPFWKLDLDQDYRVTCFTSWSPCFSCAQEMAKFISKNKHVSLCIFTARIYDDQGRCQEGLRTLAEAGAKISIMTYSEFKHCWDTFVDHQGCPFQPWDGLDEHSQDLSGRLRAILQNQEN
mIAP block: blocks mouse intestinal alkaline phosphatase; AID 2806; 330,000 tested, 0.2% active; purified mouse IAP, CDP-Star luminescence, 30 min; inhibition, % at 10 µM;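 active means inhibition of at least 40% at 10 µM in the primary screen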;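 further: plate controls were DMSO with enzyme for no effect and no enzyme wells for full effect; values of inactives mirror those of a sister screen read the other way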
Active calls of the source: *; . = not tested or not shown.

SMILES	mIAP act	hIAP block	MIN6 prolif	A3A deaminase	MPTP inh	hIAP activ	GRIN3A LBD mod	APOBEC3G inh	mIAP block
C=CCn1c(-c2ccc(F)cc2)n[nH]c1=S	0.96	8	1	-2	-0.6	0.92	0	30	4
COc1cc(/C=C/C(O)=C/C(=O)/C=C/c2ccc(O)cc2)ccc1O	0.47	35*	-7	-1	28	0.65	23*	-9	53*
CCO[C@H]1OC(C(=O)NC2CC2)=C[C@@H](c2ccccc2)[C@@H]1CCCO	1	-2	-5	2	0.9	1	3	7	-4
CCN(C(=O)CN1CCN(c2ccccc2O)CC1)c1c(N)n(Cc2ccccc2)c(=O)[nH]c1=O	1.1	-10	-2	-1	-3.7	1.1	-14	-2	-5
O=C(COC(=O)CNC(=O)c1cccc([N+](=O)[O-])c1)Nc1ccccc1OC(F)F	0.95	4	1	-4	2.2	0.96	-4	-8	5
CCOC(=O)N1CCN(C(=O)c2cccn3c(=O)c4c5c(sc4nc23)CCCC5)CC1	0.99	-11	2	-2	-1.4	1.1	0	-6	0
O=C(CS(=O)(=O)c1cn(Cc2cccc(F)c2)c2ccccc12)N1CCOCC1	0.97	15	-2	-1	-0.2	0.85	3	-3	3
O=C(CN1C(=O)C(=O)N(C2CCCC2)C1=O)Nc1ccccc1OC(F)F	1.1	5	-1	2	-0.1	0.95	0	-2	-5
CN(C)c1ccc(C(=O)N2CCCC(N3CCN(Cc4ccc5c(c4)OCO5)CC3)C2)cc1 (stereo unspecified)	1	-18	-5	-2	0.6	1.2	5	-6	-4
O=C(CSc1ncnc2nc[nH]c12)c1ccc(Cl)cc1	0.9	-33	-4	-3	0.8	1.3	0	-12	10
CCC(CC)C(=O)N1CCCC(c2nc(-c3cccs3)no2)C1 (stereo unspecified)	1.2	-23	-3	4	-0.6	1.2	0	-8	-16
O=C(NC(NC(=S)Nc1ccc(Cl)cc1)C(Cl)(Cl)Cl)c1ccco1 (stereo unspecified)	1.3	12	-3	-5	96*	0.88	13*	-3	-26
COc1cc(/C=C/C(=O)OCC(=O)N2CCC(Cc3ccccc3)CC2)ccc1O	0.93	-2	0	4	-1.7	1	-19	-6	7
CN1CCN(NC(=O)CN2C(=O)S/C(=C\c3c(Cl)cccc3Cl)C2=O)CC1	1.2	-24	2	0	-2.1	1.2	-1	-7	-21
CC(C)C[C@H](NC(=O)CCn1nnc2ccccc2c1=O)C(=O)O	1	9	3	1	-1.3	0.91	1	-5	-4
COc1ccc(CC(=O)Nc2nc(C(C)(C)C)cs2)cc1	1	-15	-3	2	0.7	1.1	-2	3	-4
Cc1c(C(=O)/C=C/N(C)C)nnn1-c1ccc(F)c(Cl)c1	1.1	-1	0	-2	1.7	1	-3	-3	-6
COc1ccc2cc(C(c3nnnn3CCc3ccccc3)N3CCC(O)CC3)c(=O)[nH]c2c1 (stereo unspecified)	1.1	7	-3	-3	-0.7	0.93	0	-3	-5
Cc1cccc(-n2nnc(C(=O)NCc3ccco3)c2N)c1	0.93	1	-2	3	-0.3	0.99	1	-2	7
NS(=O)(=O)c1cccnc1Nc1cccc(Cl)c1	0.95	-1	2	-5	1.2	1	0	-9	5
CCN(CC)C(=O)c1[nH]cnc1C(=O)N[C@@H](CC(C)C)C(=O)OC(C)(C)C	1.2	-67	-2	0	0.9	1.7	0	10	-16
Cc1cccc(N2C(=O)C(CC(=O)Nc3cccc(F)c3)N(CCc3ccncc3)C2=O)c1 (stereo unspecified)	1	11	3	-2	-0.2	0.89	1	-4	-3
O=C(Cc1nnc(NC(=O)Nc2ccc(F)cc2)s1)Nc1ccccc1	0.99	-12	-1	-8	2.9	1.1	25*	-6	1
COc1cc(N(C(=O)Cc2cccs2)C(C(=O)NC2CCCCC2)c2cccc(OC)c2OC)ccc1-n1cnnn1 (stereo unspecified)	1.1	-5	-5	3	0.9	1.1	-3	-2	-14

Profiles as entered above. Order of screens: mIAP act	hIAP block	MIN6 prolif	A3A deaminase	MPTP inh	hIAP activ	GRIN3A LBD mod	APOBEC3G inh	mIAP block
Record of CCC(CC)C(=O)N1CCCC(c2nc(-c3cccs3)no2)C1 (stereo unspecified) : 1.2	-23	-3	4	-0.6	1.2	0	-8	-16
Record of Cc1cccc(N2C(=O)C(CC(=O)Nc3cccc(F)c3)N(CCc3ccncc3)C2=O)c1 (stereo unspecified) : 1	11	3	-2	-0.2	0.89	1	-4	-3
Record of COc1cc(N(C(=O)Cc2cccs2)C(C(=O)NC2CCCCC2)c2cccc(OC)c2OC)ccc1-n1cnnn1 (stereo unspecified) : 1.1	-5	-5	3	0.9	1.1	-3	-2	-14

New compounds follow:
SMILES	mIAP act	hIAP block	MIN6 prolif	A3A deaminase	MPTP inh	hIAP activ	GRIN3A LBD mod	APOBEC3G inh	mIAP block
CC(C)(C)N(Cc1ccccc1)C(=O)COC(=O)Cn1cnc2ccccc2c1=O	1.1	8	4	4	-1.2	0.92	1	-7	-9
S=C(Nc1ccc(Cl)cc1)NC1CCCCC1	1.8	9	-1	-3	82*	0.91	0	0	-81
O=C(COC(=O)Cc1ccsc1)Nc1ccc(F)cc1Cl	1.1	-3	-1	-2	-2.8	1	0	-5	-8
C/C(=N\Nc1ccc(Cl)cc1)c1ccncc1	0.87	21	-1	-4	-0.5	0.79	0	-2	13
CCOc1ccccc1NC(=O)CSc1nc2[nH]ncc2c(=O)[nH]1	0.97	10	0	-1	-2.2	0.9	2	-10	3
Cc1ccc(-n2c(SCC(=O)N3CCC(C(=O)O)CC3)nc3ccccc3c2=O)cc1C	1.1	-11	1	-3	-0.4	1.1	-1	-1	-10
CC(Oc1ccc(F)cc1)C(=O)Nc1cc(S(=O)(=O)N2CCOCC2)ccc1N1CCCC1 (stereo unspecified)	1.1	0	0	1	1.1	1	0	-4	-8
COc1ccc(N(CC(=O)Nc2ccc(S(=O)(=O)N3CCOCC3)cc2)S(=O)(=O)c2ccccc2)cc1	1	18	-2	2	1.7	0.82	-2	2	-4
Cc1cc(C)n2nc(C(=O)OCC(=O)c3cc(C)n(CC4CCCO4)c3C)nc2n1 (stereo unspecified)	1	-20	1	1	-0.3	1.2	-4	-2	-5
COc1cccc(CNCCSc2nnnn2C)c1OC	0.96	-6	-3	-1	-0.4	1.1	2	-4	4
CCOC(=O)c1cnn(-c2ccccc2)c1-n1cccc1	1	8	2	-2	0.3	0.93	1	-2	-4
COc1cccc(CC2(CO)CCCN(Cc3sc(N4CCCC4)nc3Cl)C2)c1 (stereo unspecified)	0.98	-4	-1	-3	0.1	1	1	-7	2
NS(=O)(=O)c1ccc(NS(=O)(=O)/C=C/c2ccccc2)cc1	0.9	-3	0	-2	2.3	1	-15	-5	10
CCOC(=O)C1CCN(CC(=O)N(CC(C)C)c2c(N)n(CC(C)C)c(=O)[nH]c2=O)CC1	0.91	-5	2	4	3.1	1.1	-1	8	10
CC(Nc1ccc(F)cc1)=[N+](C)CCNS(=O)(=O)c1ccc(Cl)cc1	0.94	3	3	55*	-0.4	0.97	1	17	6
COc1ccc(S(=O)(=O)Nc2cccc(C)c2C)c2cccnc12	0.85	5	1	-3	0.7	0.95	-5	-9	15
O=C(O)C1CCCN1c1ncccn1 (stereo unspecified)	1.1	-9	0	1	0.0	1.1	3	-1	-7
CCCCC(=O)Nc1ccc2c(c1)nc1n2CCOC1	1	3	-3	-3	-0.1	0.97	4	-10	0
COc1ccc(C(C(=O)NC(C)(C)C)N(C[C@H]2CC[C@@H]([C@@H]3CC[C@H](CO)O3)O2)C(=O)c2ccccc2)cc1 (stereo partly specified)	1.1	.	.	3	1.5	.	2	4	-6
O=C(Nc1ccc(Cl)cc1)N(CCCN1CCOCC1)Cc1cccs1	1.1	-12	-2	-2	0.0	1.1	-2	-5	-9
Cc1cc(OC(=O)c2cccc(Br)c2)c([N+](=O)[O-])c(=O)[nH]1	0.98	16	0	-3	-1.1	0.84	-1	-4	2
CC(C)c1nnc(NC(=O)CSc2ccccc2)s1	0.96	-15	-3	-2	0.7	1.1	0	-5	4
CCCCCC1CCC(c2n[nH]c(=S)n2C)CC1 (stereo unspecified)	1.2	-26	-5	-6	3.7	1.3	-1	-3	-15
Cc1ccc(Sc2ncccc2C(=O)O)cc1	1	-1	0	2	0.8	1	0	-3	-1
O=C(Oc1ccc(Br)cc1)c1cccnc1	1.1	8	-2	-3	0.3	0.92	-5	-1	-7
CC(=O)c1cccc(NC(=O)CN(C2CCCCC2)S(C)(=O)=O)c1	0.94	-6	-3	2	-0.3	1.1	1	0	6
Cc1cc(C)nc(SCc2nnc(SCC(=O)Nc3ccc(Cl)c(C(F)(F)F)c3)o2)n1	0.92	-13	-1	70*	36	1.1	7	-2	8
O=C(COC(=O)C1CCC1)Nc1ccccc1Sc1ccccc1	1	0	-3	0	-0.1	1	0	6	-3
COc1ccc(CCNC(=O)CCNC(=O)c2ccc([N+](=O)[O-])cc2)cc1	1.1	-25	0	-3	-1.2	1.2	0	-5	-10
CCn1c(CNc2ccccc2Cl)nnc1SCCN1CCCCC1	0.98	1	-3	-1	-1.7	0.99	-1	-2	2
O=C(CN(C(=O)CCC(=O)Nc1nccs1)c1cccc(C(F)(F)F)c1)NCC1CCCO1 (stereo unspecified)	0.98	6	-1	-1	0.0	0.94	0	-5	2
O=C(CSCc1ccc(Cl)cc1)N1CCOCC1	1	4	1	4	5.3	0.96	-4	-3	-4
Cc1ccc(NC(=S)N2CCN(Cc3ccccc3)CC2)cc1	1	-7	-3	-4	-1.1	1.1	1	-10	0
CCOC(=O)N1CCN(C(=O)CSc2ccc(-c3ccc(OC)c(OC)c3)nn2)CC1	0.96	-14	-1	-3	-0.6	1.1	0	-4	4
CC(C)(C)c1ccc(C(=O)NCC(=O)N/N=C/c2cccs2)cc1	0.95	-11	-2	-6	-0.4	1.1	1	-6	5
COc1ccc2nc(/N=C/c3c(C)[nH]n(-c4ccc(C)cc4)c3=O)sc2c1	0.96	-4	0	0	4.8	1	-8	-3	4
COc1cc(/C=N/NC(=O)c2cccc([N+](=O)[O-])c2)ccc1O	0.94	4	0	-3	-1.3	0.96	1	-5	6
O=c1c2cc([N+](=O)[O-])ccc2nc(CN2CCN(c3ccccn3)CC2)n1-c1ccccc1F	0.95	-5	-4	1	0.9	1	0	1	5
O=C1CNC(=O)/C(=C/c2cccs2)N1	0.97	1	-1	3	-2.8	0.99	2	-2	3
OC1(CNCc2cn[nH]c2-c2cc3ccccc3o2)CCCCC1	1.1	-16	-1	0	-2.4	1.2	0	1	-15
NS(=O)(=O)c1ccc(CCNC(=O)c2coc3ccccc3c2=O)cc1	0.97	-5	11	-2	-1.3	1	0	-6	3
COc1ccccc1N1CCN(CCCNC(=O)C2CCCN(c3ncnc4c3nc3n4CCCCC3)C2)CC1 (stereo unspecified)	1	-16	-1	-7	-1.8	1.2	3	-7	0
Cc1c(NC2=CC(=O)CC(C)(C)C2)c(=O)n(-c2ccccc2)n1C	0.95	1	-3	2	4.7	0.99	-1	-6	5
Cc1cc([N+](=O)[O-])cc2c1-c1ncccc1C2=Nc1ccccc1	0.95	-15	0	-1	4.7	1.1	-18	-1	5
Cc1ccc(NC(=O)CSc2nc(=O)n(CCN(C)C)c3c2CCCC3)c(C)c1	0.96	0	-1	-1	-1.2	0.99	-1	-2	4
O=C(O)Cn1cc(C(=O)c2ccco2)c2ccccc21	0.94	-19	-3	-2	-0.1	1.2	-3	0	6
Cc1ccc(S(=O)(=O)N2CCN(c3ncnc4c3cnn4-c3ccccc3)CC2)cc1	1.1	-4	1	-16	1.1	1	-2	-3	-8
c1ccc(-c2cc(-c3nnc4n3N=C(c3ccc5ccccc5c3)CS4)[nH]n2)cc1	0.86	1	-6	-3	4.5	0.99	6	-4	14
CCOc1ccccc1C(=O)NCC(=O)O	1	12	-2	5	-1.4	0.89	1	-8	0
